# mcGAS inh: inhibitors of mouse cGAS | Q8C6L5 | recombinant cGAS, Kinase-Glo ATP depletion luminescence | inhibition, % at 12.5 µM | 160,000 tested, 0.15% active | AID 1259399;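 note: 0% = negative control wells and 100% = reference inhibitor with no enzyme activity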
# hcGAS lum: inhibitors of human cGAS. Q8N884. recombinant h-cGAS, ATP depletion, Kinase-Glo luminescence. inhibition, % at 12.5 µM. 290,000 tested, 0.081% active. AID 1259398;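 note: 0% = vehicle reaction and 100% = reaction without DNA for no activity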
# Target sequence (Q8N884 whole entry, looked up): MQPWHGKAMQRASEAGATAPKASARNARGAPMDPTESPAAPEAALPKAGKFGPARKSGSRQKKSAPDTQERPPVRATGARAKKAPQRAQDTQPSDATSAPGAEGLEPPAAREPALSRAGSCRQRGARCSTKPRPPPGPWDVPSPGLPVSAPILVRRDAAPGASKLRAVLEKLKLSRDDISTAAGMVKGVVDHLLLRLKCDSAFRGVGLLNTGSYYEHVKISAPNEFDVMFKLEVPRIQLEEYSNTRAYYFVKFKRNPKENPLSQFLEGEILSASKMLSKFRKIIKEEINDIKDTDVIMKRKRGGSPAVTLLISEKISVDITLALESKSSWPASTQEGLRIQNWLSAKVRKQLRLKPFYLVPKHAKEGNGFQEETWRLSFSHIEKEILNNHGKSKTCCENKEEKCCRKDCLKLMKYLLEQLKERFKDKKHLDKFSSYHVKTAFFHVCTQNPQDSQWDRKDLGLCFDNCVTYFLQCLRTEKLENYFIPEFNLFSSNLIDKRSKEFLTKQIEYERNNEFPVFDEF
# NPYLR7 agonist: mosquito NPYLR7 agonism. HEK293T NPYLR7/Galpha15, GCaMP6s calcium fluorescence. activation, % at 10 µM. 270,000 tested, 0.15% active. AID 1259423; in the data active = activation above about 40%;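 note: 0% = vehicle and 100% = reference agonist at the receptor; some compounds past the cut are filed as inactive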
# Starred values were filed as active, the others as inactive; . = not tested or not shown; & = joins results of further samples. Cut-off read from the data, not from the text of the source, unless noted: active = inhibition above about 40%; inactive = the rest.
Molecule,mcGAS inh,hcGAS lum,NPYLR7 agonist
Cc1ccc(-n2c(-c3ccc(Cl)cc3)cc(C(=O)NCCN3CCOCC3)c2C)cc1,-4,-11,-7
O=S(=O)(NCc1nnnn1-c1ccccc1)c1cccs1,-9,-6,16
Cc1ccc(C(=O)N2CCC3(CCNCC3)CC2)cc1O,.,-7,10
CCS(=O)(=O)Oc1cc(CN(C(=O)Nc2ccc(C)cc2)C(C)C)ccc1OC,-5,-10,-3
CCN(CC)S(=O)(=O)N1CC=C(c2c[nH]c3cccc(C)c23)CC1,-6,-4,-4
O=C(O/C(=C1/CCCCC1N1CCOCC1)c1ccccc1)c1ccccc1 (stereo not given),.,-2,3
COCc1cc(C)nc(N/N=C\c2cc(OC)c(OC)cc2[N+](=O)[O-])c1C#N,-1,0,-4
O=C(CSc1nc2c(cnn2CCO)c(=O)[nH]1)Nc1ccccc1,.,-8,4
O=C(c1ccccc1)N1CCN(C(=O)c2n[nH]c(=O)c3ccccc23)CC1,.,-3,-6
Cn1ncc2c1CCCC2NC(=O)Nc1cnn(CC(=O)N2CCOC(C)(C)C2)c1 (stereo not given),.,0,3
CN(C)CCCN1C(=O)C(=O)C(=C(O)c2ccc(F)cc2)C1c1cccc(Br)c1 (stereo not given),-2,-2,9
COc1ccc(-c2ccc(C(=O)N3CCCC3C)s2)c(OC)c1OC (stereo not given),-8,-6,3

# Entries of single compounds from above. Order of values: mcGAS inh | hcGAS lum | NPYLR7 agonist
# `O=S(=O)(NCc1nnnn1-c1ccccc1)c1cccs1` is entered as -9 | -6 | 16
# `Cc1ccc(-n2c(-c3ccc(Cl)cc3)cc(C(=O)NCCN3CCOCC3)c2C)cc1` is entered as -4 | -11 | -7
# `O=C(CSc1nc2c(cnn2CCO)c(=O)[nH]1)Nc1ccccc1` is entered as . | -8 | 4

# (more compounds)
Molecule,mcGAS inh,hcGAS lum,NPYLR7 agonist
O=C(c1cccc(Cn2cccn2)c1)N1CCCC(Nc2ccc(F)cc2)C1 (stereo not given),.,-7,6
CN1CC2(CCN(C(=O)c3ccc4c(=O)n(C)cnc4c3)C2)OC1=O (stereo not given),.,2,-2
O=C(c1cnn2ccccc12)N1C[C@H]2C[C@H](C1)[C@@H]1CCCC(=O)N1C2,-13,-6,0
Cc1cc(=O)[nH]c(-n2nc(C)c(CCC(=O)NCc3cc(-c4cccs4)on3)c2C)n1,.,4,9
Cc1c(O)cccc1C(=O)NCC1CCCN(Cc2ccccn2)C1 (stereo not given),.,0,-14
O=C1OCc2ccc(CN3CCC(N4CCCC4=O)CC3)c3cccc1c23,.,1,7
CCCNC(=O)c1cc(C2CCCCN2C(=O)c2ccc(C(C)C)cc2)on1 (stereo not given),-5,-9,0
COc1cc(OC)c(OC)cc1/C=C1N=C(/C=C/c2cccc([N+](=O)[O-])c2)OC\1=O,-2,-1,-9
CC(=O)NCC(=O)NC1CCC(C)CC1 (stereo not given),-8,-6,2
COC(=O)c1ccc(CNC2CCCN(CC3CCCCC3)C2)cc1 (stereo not given),.,-7,0
Cc1noc(C)c1C(=O)N1CCCC(C(=O)Nc2cccc(-c3ccc(F)cc3)c2)C1 (stereo not given),-8,5&2,-6&4
COc1ccc(C(C)n2c(C)c3c(C)nnc(C)c3c2C)cc1 (stereo not given),-6,-2,-3
N#CC1C(=N)C(C#N)(C#N)[C@@H](c2ccc(Cl)cc2)[C@@H]2CSCC=C12 (stereo not given in full),-1,-7,8
Cc1c(C(=O)Nc2ccccn2)sc2nc(-c3ccccc3)cn12,-12,-2,6
CS(=O)(=O)N1CCCC1C(=O)N(CC1CCCO1)c1nc2c(Cl)cccc2s1 (stereo not given),.,-3,3
COc1ccccc1NC(=O)Nc1ccc(N2CCCC2)c(C)c1,.,-19,1
Nc1cc(-c2cccc(C(F)(F)F)c2)nn1-c1ccc(C(=O)NCCc2c[nH]c3ccccc23)cc1,-4,-3,-12
COc1ccc(OC)c(-c2ccc(SCC(N)=O)nn2)c1,.,-8,7
CNC(=O)CN1CCC(c2nnc(CN3CCC(O)CC3)n2C)CC1,-5,-11,.
CC(=O)NCc1ccc(S(=O)(=O)N(Cc2ccccc2)C2CC2)s1,.,4,2
CC(=O)NCCNc1nc2cc(-c3ccsc3)sc2c(=O)n1C,.,-4,4
O=C(c1coc(CN2CCN(c3ccccc3F)CC2)n1)N1CC=CC1,.,-9,31
CS(=O)(=O)c1ccc(OCCNC(=O)Nc2ccccc2)cc1,.,-5,4
COc1ccc(CCN(C)S(=O)(=O)c2ccc(OC)c(N3CCN(C(=O)c4cc(C)on4)CC3)c2)cc1OC,-7,-8,3
CN(c1ccc(F)c(F)c1)S(=O)(=O)c1cc(C(=O)O)ccc1Cl,.,-2,-2
COc1ccccc1CN(Cc1cccnc1)Cc1nccn1C,-10,-4,0
COc1ccc(C(=O)N2CCN(c3ncccc3C(=O)NCc3cccs3)CC2)c(OC)c1,-4,-4,-6
COc1ccccc1CN(C)C(=O)CS(=O)Cc1cccc(Br)c1 (stereo not given),.,-11,5
OCCC1CN(C/C=C/c2ccccc2)CCN1C1CCCCC1 (stereo not given),-9,-9,2
CN(C)c1nc(CNc2cccc(Cl)c2Cl)ns1,-17,-12,7
CC1CCCN(Cc2nc3sc4c(c3c(=O)[nH]2)CCC4)C1 (stereo not given),.,-5,6
O=C(COc1c(F)c(F)c(F)c(F)c1F)N1CCN(c2nccc(-c3cccc(C(F)(F)F)c3)n2)CC1,-5,-3,9
FC(F)(F)c1ccc(CNc2nc(-c3cccc(Br)c3)nc3ccccc23)cc1,-5,-4,-1
COc1cc2nc(CSCC(=O)NCC(O)c3ccccc3)[nH]c(=O)c2cc1OC (stereo not given),.,-4,1
N#Cc1ccc(-c2cccs2)nc1SCC(=O)c1ccc(Cl)cc1,-5,-11,-6
O=C(CN1C(=O)CNC1=O)NC1CC(=O)N(Cc2cccc(F)c2)C1 (stereo not given),.,-5,9
Cc1ccc(C=CC(=O)N2CCN(Cc3ccccc3)CC2)o1,-4,-11,6
Nc1ncnc(Oc2ccc(F)cc2)c1[N+](=O)[O-],.,-7,-1
CCOC(=O)CN1C(=O)CCN(C(=O)Cc2ccc(F)cc2)CC(OC)c2ccccc21 (stereo not given),-4,-1,2
Cc1ccc2nc(CN(C)Cc3cnc(N4CCOCC4)nc3)[nH]c2c1,.,-10,5
O=C(CCC1CCN(C(=O)C2=CCCC2)CC1)Nc1ccc(F)c(Cl)c1,.,-6,18
O=C(CCn1cnc2ccccc2c1=O)Nc1ccccc1F,-5,0,1
CCNC(=O)c1cc2c(=O)n3cccc(C)c3nc2n1C,-5,-6,4
Cc1nc2ccc(CC(=O)NCc3nc(C4CCCCC4)no3)cc2[nH]1,.,-6,9
O=C(OCc1ccccc1)C1=[N+]([O-])OC(C(=O)OCc2ccccc2)C1c1c[nH]c2ccccc12 (stereo not given),.,-3,-12
CC(=O)Nc1cc(S(=O)(=O)N2CCC3CCCCC32)ccc1F (stereo not given),.,-3,-23
Cc1cc2nc(NC3CCS(=O)(=O)C3)c3ccccc3n2n1 (stereo not given),.,-3,0
COC(=O)CN(Cc1ccccc1)C(=O)C(C)NC(=O)c1cccs1 (stereo not given),.,-16,-6

# The last two records of the part above come first, to join the parts:
Molecule,mcGAS inh,hcGAS lum,NPYLR7 agonist
Cc1cc2nc(NC3CCS(=O)(=O)C3)c3ccccc3n2n1 (stereo not given),.,-3,0
COC(=O)CN(Cc1ccccc1)C(=O)C(C)NC(=O)c1cccs1 (stereo not given),.,-16,-6
COCCCn1c(C)c(C)n2c3c(=O)n(CCN4CCOCC4)c(=O)n(C)c3nc12,.,-1,-2
CNC(=O)C1Cc2ccccc2N1C(=O)c1ccccc1S(=O)(=O)C(F)F (stereo not given),-7,-4,-3
CC(C)(C)OC(=O)N1CCN(Cc2c(O)ccc3ccncc23)CC1,-7,-12,6
O=C(Cn1cc([N+](=O)[O-])cn1)NC1CCCCCC1,.,-7,0
CCOC(=O)c1cccnc1-c1cccc2ccnn12,.,-5,10
CC(C)c1[nH]nc2c1C(c1c(F)c(F)c(F)c(F)c1F)C(C#N)C(=N)O2 (stereo not given),.,-8,0
CCNc1nc(NC(C)C)nc(N2CCCC2)n1,.,-9,12
CN(Cc1cc(Br)cc(Br)c1N)C1CCCCC1,.,-2&-3,-5
CCN(CC)c1ccc(N=Nc2nn[nH]n2)cc1,.,0&1,-1&18
CCCc1nc(C)sc1C(=O)NCCc1ccc(O)cc1,-6,-6,-1
O=c1c2nnc3c(-c4ccccc4)cnn3c2ccn1CCN1CCOCC1,.,-13,-1
COCCCn1cc(Br)cn1,.,-9,19
Cc1ccc(F)c(NC(=O)CN2CCc3c(cnn3C(C)(C)C)C2)c1,.,-6,1
Cc1cc(C(F)(F)F)nn1CC(=O)Nc1ccc([N+](=O)[O-])cc1Br,-4,-3,-5
CCS(=O)(=O)NCC(c1ccco1)S(=O)(=O)c1ccc(C)cc1 (stereo not given),-1,-2,-8
Cc1cc(O)c(C(c2cccc(Cl)c2)N2CCN(c3ccccc3)CC2)c(=O)n1Cc1ccco1 (stereo not given),.,-12,8
CN(CC1CCCO1)C(=O)NCc1cc(F)cc(Br)c1 (stereo not given),-6,-10,4
CC(C)(C)c1cc(C[C@H]2CNCC[C@H]2CC(=O)NC2CCCCC2)no1,-7,-6,-8
O=C(CN1C(=O)c2ccccc2S1(=O)=O)c1ccc(Br)s1,.,-8,10
O=C(Nc1nnc(SCc2ccc(F)cc2)s1)c1ccc(F)cc1,-5,-3,21
CNC(=O)CSc1ncc(-c2ccc(OC)cc2)n1-c1ccc(Cl)cc1,.,-2,2
COC(=O)c1ccc(COC(CN2CCN(C(=O)C3C[C@H]3c3ccccc3)CC2)c2cccc(OC)c2)cc1 (stereo not given in full),-6,-7,8
Cc1cc(OCC(=O)N=Nc2c(O)n(CN(C)C)c3ccccc23)c(C(C)C)cc1Cl,-3,-10,7
O=C(NCC(=O)N1CCN(c2ccccn2)CC1)c1ccccc1,.,-14,0
CC(C)(C)N1CC(c2nc3ccccc3n2CCOc2ccccc2)CC1=O (stereo not given),-3,-10,3
Cc1csc2nc(O)c(C(=O)NC3CCCC3)c(=O)n12,0,3,-2
COc1ccc2c(c1)-c1nc(-n3ncc(C(=O)NCCCN4CCOCC4)c3C)ncc1CC2,-14,-3,0
COC(=O)[C@@H]1C[C@@H](N(C)C)CN1C(=O)c1ncccc1OC,.,-2,-5
N#Cc1ccc(CN2CCN(C(=O)CCNC(=O)c3ccc(Br)cc3)CC2)cc1,.,-8,-7
Cc1cc2c(SCC(=O)Nc3ccc(Cl)cc3)ncnc2s1,.,-7,-7
COCCCNC1CCS(=O)(=O)C1 (stereo not given),-7,-3,14
Cc1ccc(CNC(=O)Cn2c(CO)cnc2SCc2cc(C)ccc2C)cc1,.,-4,11
Cc1nc(N2CCC(N3CCN(C/C=C/c4ccccc4)CC3)CC2)nc2ccc(F)cc12,-4,-2,27
CCOC(=O)c1cnn(-c2ncnc3sc4c(c23)CCCC4)c1N=CN(C)C,.,-1,12
CCC(NC(=O)c1ccc(CO)o1)c1nc(C)c(C)s1 (stereo not given),-13,-7,1
N#Cc1cccc(OCc2cccc(C(=O)OCC3CCC(=O)N3)c2)c1 (stereo not given),.,-10,11
CC(C)(C)c1ncc(C(=O)N2CCC(CN3CCCCC3)C2)s1 (stereo not given),.,4,1
O=S(=O)(c1ccc(Cl)cc1)N(O)c1ccc(Cl)cc1,.,-5,9
C/C(=N\NC(=O)C1=NNC(c2ccccc2)(c2ccccc2)C1)c1ccc(-c2ccccc2)cc1,.,-3,-2
Cc1cccc(N2CCN(C(=O)Cn3cnc4c([nH]c5ccccc54)c3=O)CC2)c1C,-10,-5,.
COc1ccc(C(=O)Nc2ccccc2C2SCC(=O)N2c2cc(OC)ccc2OC)cc1 (stereo not given),-4,-8,10
COc1cc(C2=NC(=Cc3ccco3)C(=O)O2)ccc1OC(F)F,.,-8,7
Cc1csc(CN(C)C(=O)c2cc(C(C)C)on2)n1,.,-7,10
CCCc1cc(C(=O)N2CCCC(c3[nH]ncc3-c3ccccc3)C2)ccn1 (stereo not given),.,-4,33
C=CCC1CC(=O)N(NC(=O)Cc2c[nH]c3ccccc23)C1=O (stereo not given),-5,-7,14
C=CCOc1c(Cl)cc(CN2CCN(c3cn[nH]c(=O)c3)CC2)cc1OC,.,2,7
CN(Cc1cscn1)C(=O)c1nn(CC2CC2)c2c1CN(C(=O)Cn1cnc3ccccc31)CC2,-6,-11,11
CCc1cc(NC(=O)C(=O)N2CCCC2c2ccco2)n(C)n1 (stereo not given),.,-9,-1
COc1ccc(-n2ncc(C(C)NCc3cnn(-c4cccc(F)c4)c3)c2C)cc1 (stereo not given),-12,-11,.
COc1cccc(C(=O)N2CCC3(CC2)OCC(C(=O)NCc2ccccc2)N3C(=O)c2ccc(F)cc2)c1 (stereo not given),-5,-7,-2
Cc1nnsc1CN(C)C(=O)C1(c2cccs2)CC1(C)C (stereo not given),-15,-4,6
CC(C)(C)c1ccc(CC(=O)N2CCC2(C)C(=O)NS(=O)(=O)c2ccc3c(c2)CCO3)cc1 (stereo not given),.,-7,0
CSc1ncc(CNCCc2cccc(Cl)c2)c(N2CCN(c3ccccc3F)CC2)n1,-4,-4,29
